FBW7 activator: FBW7 E3 ligase activators, primary screen, biochemical, AlphaScreen, human; F-box/WD repeat-containing protein 7 (Homo sapiens), Q969H0; AlphaScreen FBW7–phospho-cyclin E peptide binding, activator screen; AID 1259310, 2017; actives 0.13% (n = 650,000); normalized activity (activation), % at 26.1 µM; in the data active = normalized activity above about 1.9%;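 also: purified mutant Fbw7 with reduced substrate affinity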
Target sequence (Q969H0 whole entry, looked up): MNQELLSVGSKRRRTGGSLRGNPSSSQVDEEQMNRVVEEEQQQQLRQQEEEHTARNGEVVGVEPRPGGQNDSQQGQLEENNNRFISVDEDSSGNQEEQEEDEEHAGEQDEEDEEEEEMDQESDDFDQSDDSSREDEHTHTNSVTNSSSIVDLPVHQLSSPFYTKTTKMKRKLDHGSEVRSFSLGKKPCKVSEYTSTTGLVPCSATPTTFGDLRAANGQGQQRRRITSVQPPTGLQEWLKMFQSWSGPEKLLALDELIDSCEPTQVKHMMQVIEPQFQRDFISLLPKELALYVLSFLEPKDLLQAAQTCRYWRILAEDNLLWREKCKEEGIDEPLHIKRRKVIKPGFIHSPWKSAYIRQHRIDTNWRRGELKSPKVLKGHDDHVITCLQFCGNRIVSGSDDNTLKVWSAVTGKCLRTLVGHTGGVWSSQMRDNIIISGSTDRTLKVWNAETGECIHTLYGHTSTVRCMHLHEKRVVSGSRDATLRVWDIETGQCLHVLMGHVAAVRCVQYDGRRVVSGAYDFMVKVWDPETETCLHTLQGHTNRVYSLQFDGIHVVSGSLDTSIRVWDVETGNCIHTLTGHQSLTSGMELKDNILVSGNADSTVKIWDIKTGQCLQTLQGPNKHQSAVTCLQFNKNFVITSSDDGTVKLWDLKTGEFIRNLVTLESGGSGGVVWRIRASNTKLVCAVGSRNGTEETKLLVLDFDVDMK
GPR151 activ: activators of human GPR151, primary screen, cell-based, PathHunter beta-arrestin, luminescence; G-protein coupled receptor 151 (Homo sapiens), Q8TDV0; PathHunter beta-arrestin GPR151 cells; activation, % at 11.2 µM; actives 1% (n = 650,000); in the data active = activation above about 4.9%;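 also: 0% = median of compound wells and 100% = cells with positive control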
TEAD-YAP block: TEAD-YAP interaction inhibition, primary screen, TEAD-YAP interaction inhibitor project, luminescence, HEK-TIYL cells | AID 1259422, 2018 | inhibition, % at 9.12 µM | TEAD-Gal4/YAP UAS-luciferase luminescence | actives 1.4% (n = 640,000); in the data active = inhibition above about 32%;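 also: 0% = median of test compound wells and 100% = reference inhibitor wells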
MITF primary: MITF inhibitors, primary screen, biochemical, AlphaScreen, human; AlphaScreen MITF homodimerization, bead proximity signal; inhibition, % at 2.6 µM; AID 1259374, 2018; Microphthalmia-associated transcription factor (Homo sapiens), O75030; actives 0.91% (n = 650,000); in the data active = inhibition above about 50%;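 also: 0% = vehicle wells with protein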
* hit, by the source's call; nt = not tested or not shown; & = joins results of further samples.

1	O=C(C1CCCO1)N1CCC(CO)(CCc2ccccc2)CC1 (centres undefined)
2	CC(C)COC(=O)c1ccc(NC(=O)/C=C/c2ccco2)cc1
3	COC(=O)c1ccc(NS(=O)(=O)N(C)C)cc1
4	CCOC(=O)C1=C(C)N=c2s/c(=C\c3ccc(OCc4ccccc4)c(OCC)c3)c(=O)n2C1c1ccc2c(c1)OCO2 (centres undefined)
5	O=C(/C=C/c1cccc([N+](=O)[O-])c1)N1CCCC1
6	CCOc1cc(C(=O)Nc2cc(-c3nc4ccc(C)cc4o3)ccc2Cl)cc(OCC)c1OCC
7	O=C(NCc1ccccc1)c1cc(-c2ccc(Cl)cc2)on1
8	COc1cc(/C=C(\C#N)C(=O)Nc2cccc3ncccc23)cc(OC)c1OC
Compound	1	2	3	4	5	6	7	8
FBW7 activator	0.1	-0.2	-0.2	0.5	-0.1	0.8	0.1	-0.1
GPR151 activ	0.8	2.2	-0.2	-1.2	-2.0	-0.8	-0.5	1.9
TEAD-YAP block	-6.5	12.8	1.5	4.6	-1.2	11.8	14.3	8.1
MITF primary	3.6	8.1	-13.6	3.7	-11.2	5.1	5.6	0.5

9	CCCS(=O)(=O)N1CCN(Cc2cccnc2)CC1
10	Cn1cnnc1SCC(C)(C)NS(=O)(=O)c1ccc(Cl)cc1
11	COc1ccc(CN(CC(=O)Nc2ccccc2)S(=O)(=O)c2cccnc2)cc1
12	CC1=C(C(=O)N(C)C)C(c2cccc(Cl)c2)n2c(nc3ccccc32)N1 (centres undefined)
13	COc1cccc(NC2=C(Cl)C(=O)N(c3ccc(C)cc3)C2=O)c1
14	Cc1cc(NS(=O)(=O)c2ccc(N3C(=O)Nc4ccccc4N3O)cc2)no1
15	Cc1nn(-c2ccc(Cl)cc2)c2sc(C(=O)NCCCN3CCCC3=O)cc12
16	Cc1cccc(CC(=O)Nc2cnn(-c3cccc(C(=O)Nc4cccc(F)c4)c3)c2)c1
Compound	9	10	11	12	13	14	15	16
FBW7 activator	-0.1	0.0	0.5	0.1	-0.2	0.0	0.2	-0.2
GPR151 activ	2.9	1.1	-0.5	1.1	-1.3	-0.9	-0.8	-1.0
TEAD-YAP block	1.6	-7.4	-10.9	-1.0	3.9	-5.8	6.6	5.5
MITF primary	46.4	1.0	0.1	-7.9	11.1	20.0	9.4	13.9

17	CCc1ccc(N/C(=N\c2nc(C)cc(C)n2)NC(=O)c2ccc(F)cc2)cc1
18	Cc1ccc(NCc2nc3ccccc3n2C)cc1
19	O=C(O)c1ccccc1C(=O)Nc1cc(Cl)ccc1Cl
20	COc1ccc(Cl)cc1N(C)S(=O)(=O)c1ccc2[nH]cc(C(=O)NCCN3CCOCC3)c(=O)c2c1
21	Brc1ccc(C2=NNC(c3nc4ccccc4[nH]3)C2)cc1 (centres undefined)
22	Cc1ccccc1-c1nc(C#N)c(NCC2CCCO2)o1 (centres undefined)
23	Cc1ccc(-c2cccc3cnc(Nc4ccc(-n5cnc(N6CCOCC6)n5)cc4)nc23)cn1
24	O=C1N[C@@H](Cc2ccccc2)C(=O)N2CCN(Cc3ccc4ncccc4c3)C[C@H]12
Compound	17	18	19	20	21	22	23	24
FBW7 activator	0.0	0.5	0.0	-1.2	-0.4	-0.2	0.7	-0.2
GPR151 activ	-0.5	-4.9	-0.2	1.0	-7.5	0.5	0.2	-1.9
TEAD-YAP block	0.1	34.7*	3.0	-20.2	4.3	-5.3	49.3*	1.2
MITF primary	5.4	23.4	-11.6	3.7	-5.1	9.9	1.4	-7.0

Values in list order from above:
MITF primary, entries 18–21, in order: 23.4, -11.6, 3.7, -5.1
FBW7 activator, entries 18–21, in order: 0.5, 0.0, -1.2, -0.4

(continued)
25	CCN(C1=NC2CS(=O)(=O)CC2S1)c1ccc(C)c(C)c1 (centres undefined)
26	COc1ccc(NC(=O)CSc2nnc(C)c(=O)[nH]2)c(OC)c1
27	COc1cc(/C=C/C(=O)N2CCCc3ccccc32)cc(OC)c1OC
28	O=c1c2c(nc3cc(-c4cccs4)[nH]n13)CCS2
29	CCCOC(=O)C1=C(C)NC2=C(C(=O)CCC2)C1c1cc(OC)ccc1OC (centres undefined)
30	CCC(C)NC(=O)Cn1c(=O)oc2cc(S(=O)(=O)N3CCCCC3)ccc21 (centres undefined)
31	CCN(c1cccc(C)c1)S(=O)(=O)c1ccc2[nH]cc(C(=O)NCc3ccc(F)cc3)c(=O)c2c1
32	Nc1nc(Nc2ccc(N3CCOCC3)cc2)cc(-c2ccc3[nH]ccc3c2)n1
Compound	25	26	27	28	29	30	31	32
FBW7 activator	-0.2	0.5	0.1	-0.2	-0.2	0.1	-0.3	-0.2
GPR151 activ	-0.4	-0.2	1.6	-2.2	-0.1	0.1	-0.1	-1.1
TEAD-YAP block	7.4	-5.4	5.3	-42.6	0.9	11.9	-4.4	-4.3
MITF primary	14.3	-0.3	-1.1	6.4	-4.2	14.9	22.0	22.1

33	COc1ccc(CNCC2(c3ccccc3)CCCC2)c(OC)c1
34	O=C(Nc1ccc(-c2noc(COc3ccc(Br)cc3)n2)cc1)c1ccc(Br)o1
35	CCCCCCCc1ccc(C(=O)Nc2nccs2)cc1
36	Cc1cccc(-c2nc3ccccc3c(=O)n2NC(=O)Cc2ccccc2)c1
37	CC(C)CNC(=O)c1ccc(N2CC3CC(C2)c2cccc(=O)n2C3)c(NC(=O)c2cccs2)c1 (centres undefined)
38	O=C1OC(c2ccc(Br)cc2)=N/C1=C\c1ccccc1F
39	O=[N+]([O-])c1cc(Br)c(O)c(/C=N/NS(=O)(=O)c2ccccc2)c1
40	O=c1cc(CNc2ccc(S(=O)(=O)N3CCCC3)cc2)c2cc3c(cc2o1)CCC3
Compound	33	34	35	36	37	38	39	40
FBW7 activator	-0.1	-0.1	0.5	-0.2	-0.1	0.9	-0.1	0.6
GPR151 activ	-0.4	-0.5	-2.1	1.5	2.7	-0.8	-0.9	-0.7
TEAD-YAP block	14.3	-18.8	-1.7	4.0	-2.1	5.8	-1.9	15.1
MITF primary	11.8	10.7	1.0	-1.6	-3.1	8.6	7.5	10.1

Three consecutive compounds out of the list so far, quoted:
38	O=C1OC(c2ccc(Br)cc2)=N/C1=C\c1ccccc1F
39	O=[N+]([O-])c1cc(Br)c(O)c(/C=N/NS(=O)(=O)c2ccccc2)c1
40	O=c1cc(CNc2ccc(S(=O)(=O)N3CCCC3)cc2)c2cc3c(cc2o1)CCC3
Compound	38	39	40
FBW7 activator	0.9	-0.1	0.6
GPR151 activ	-0.8	-0.9	-0.7
TEAD-YAP block	5.8	-1.9	15.1
MITF primary	8.6	7.5	10.1

The list continues:
41	COc1ccccc1NC(=O)c1c(NC(=O)CCC(=O)O)sc2c1CCCC2
42	O=C(OCn1nnc2ccccc2c1=O)c1ccc([N+](=O)[O-])o1
43	CCOC(=O)NC(=S)Nc1ccc(OCC)cc1
44	Cc1ccc2oc(-c3cccc(NC(=O)c4ccc(Cl)cc4Cl)c3)nc2c1
45	COc1ccc(C(=O)NC(=S)Nc2ccccc2F)cc1
46	CSCCCNC(=O)CCc1nnc(Cc2cccc(C)c2)o1
47	Cc1ccc(CNC(=O)Cn2cc3c(n2)CCCCC3)cc1
48	O=c1c2ccccc2ncn1Cc1ccccc1F
Compound	41	42	43	44	45	46	47	48
FBW7 activator	-0.3	0.0	0.0	0.0	0.0	-0.1	-0.2	0.0
GPR151 activ	-0.4	0.9	0.7	-1.8	-1.1	-1.4	0.9	-0.4
TEAD-YAP block	6.2	0.9	-7.7	-40.6	-42.5	-13.2	-6.3	-4.6
MITF primary	1.9	6.3	1.9	7.6	6.8	-12.5	1.5	3.5

49	C#CCNC(=O)C1CCCN(c2nc3ccccc3n2CC)C1 (centres undefined)
50	COC(=O)c1cccc(N=C2N=C(N)c3ccccc32)c1
51	COc1ccc(N(C(C)C(=O)Nc2cccc(Cl)c2C)S(C)(=O)=O)cc1 (centres undefined)
52	Cc1cccc(N2C(=O)CSC2c2ccc(Br)cc2)c1 (centres undefined)
53	CCOC(=O)C1=C(C)N=c2s/c(=C\c3ccc(-c4ccc(C(C)=O)cc4)o3)c(=O)n2C1c1ccc(OC)cc1 (centres undefined)
54	Cc1ccc(N=Cc2nc(-c3ccccc3)oc2O)c(C)c1
55	CC(=O)c1cccc(NC(=O)c2cc3cc(Br)ccc3oc2=O)c1
56	Cc1ccc(C2CC(=O)C(C=NCCN3CCN(C(=O)C(C)C)CC3)=C(O)C2)cc1 (centres undefined)
Compound	49	50	51	52	53	54	55	56
FBW7 activator	0.1	-0.2	0.2	0.0	0.0	0.2	0.0	-0.1&0.8
GPR151 activ	0.6	-0.8	0.9	-1.0	0.1	-0.2	-0.8	-0.2&3.4
TEAD-YAP block	1.6	7.6	13.6	0.3	-17.9	-12.8	6.3	15.2&0.4
MITF primary	8.8	-12.1	28.3	-9.6	-5.5	1.2	4.3	4.1&15.8

Some entries already given with just TEAD-YAP block, FBW7 activator and MITF primary:
#	Molecule	TEAD-YAP block	FBW7 activator	MITF primary
53	CCOC(=O)C1=C(C)N=c2s/c(=C\c3ccc(-c4ccc(C(C)=O)cc4)o3)c(=O)n2C1c1ccc(OC)cc1 (centres undefined)	-17.9	0.0	-5.5
54	Cc1ccc(N=Cc2nc(-c3ccccc3)oc2O)c(C)c1	-12.8	0.2	1.2
55	CC(=O)c1cccc(NC(=O)c2cc3cc(Br)ccc3oc2=O)c1	6.3	0.0	4.3

Later entries:
57	COc1ccccc1NC(=O)NC1(C(=O)N2CCCCC2)CCCCC1
58	COC(=O)c1cc(NC(=O)c2ccc(I)cc2)ccc1Cl
59	O=[N+]([O-])c1ccc(-c2nc(-c3cccnc3)no2)cc1
60	Cc1c(C(=O)NCc2cccnc2)sc2ncnc(N3CCN(c4ccccc4F)CC3)c12
61	COc1ccc(C(C)=O)cc1CS(=O)(=O)CC(=O)O
62	CCSc1nnc2c(n1)OC(c1cc3c(cc1[N+](=O)[O-])OCO3)Nc1ccccc1-2 (centres undefined)
63	O=C(COc1ccc(Cl)cc1Cl)Nc1ccc2nc3n(c(=O)c2c1)CCCC3
64	Cc1ccc(S(=O)(=O)N2CCCCC2CCNC(=O)NC(C)(C)C)cc1 (centres undefined)
Compound	57	58	59	60	61	62	63	64
FBW7 activator	0.2	-0.5	0.0	-0.5	-0.1	0.5	0.3	0.7
GPR151 activ	-0.4	0.4	-1.3	1.3	1.2	-0.3	-0.2	-0.4
TEAD-YAP block	14.3	-16.4	-18.2	-2.1	1.6	-7.1	-3.4	1.3
MITF primary	13.1	-7.3	5.8	15.9	-9.9	7.8	16.9	18.2

65	COc1ccc(C2SCC(C(=O)N3CCOCC3)N2C(C)=O)cc1 (centres undefined)
66	Cc1ccc(NC(=O)c2cccnc2C(=O)O)c(C)c1
67	Cc1c(C(=O)Nc2ccc(F)cc2)sc2ncnc(N3CCN(c4ccccc4F)CC3)c12
68	COc1ccc(-c2nn(-c3ccccc3C)cc2CN(C)CC(O)CO)cc1F (centres undefined)
69	O=C1C[C@@H]2[C@@H](/C=C/[C@@H](O)COc3cccc(C(F)(F)F)c3)[C@H](O)C[C@@H]2O1
70	O=C(CSc1nc2ccccc2o1)Nc1ccc(Oc2ccc(Oc3ccc(NC(=O)CSc4nc5ccccc5o4)cc3)cc2)cc1
71	O=C1NC(=S)N/C1=C\c1ccccc1Br
72	CC(C)(C)c1ccc(C2SCC(=O)N2c2cccc(F)c2)cc1 (centres undefined)
Compound	65	66	67	68	69	70	71	72
FBW7 activator	0.0	-0.5	0.5	0.0	nt	-0.1	-0.2	0.6
GPR151 activ	-0.4	-1.2	0.4	0.4	-0.2	1.9	-0.7	1.6
TEAD-YAP block	-13.6	3.5	2.0	-13.6	nt	20.5	-0.8	-4.4
MITF primary	1.2	6.8	-11.8	-6.6	2.4	0.9	5.2	17.5

73	CCOc1ccc(S(=O)(=O)N(CC(=O)NCc2ccc(OC)cc2)c2ccccc2)cc1
74	CCC(CC)C(=O)Nc1ccccc1C
75	O=C(c1ccccc1[N+](=O)[O-])N1CCN(Cc2ccc3c(c2)OCO3)CC1
76	CC12CN3CC(C)(CN(C1)C3c1cc3ccccc3[nH]1)C2=O (centres undefined)
77	CCOc1ccc(Nc2nc3c(c(=O)[nH]c(=O)n3C)n2CC(=O)OC)cc1
78	COc1ccc(/C=N/NC(=O)CCNC(=O)c2ccccc2)cc1
79	COc1cc2c(cc1OC)C(C(=O)NCc1ccco1)C(c1cccnc1)N(C)C2=O (centres undefined)
80	CCOC(=O)N1CCc2c(sc(NCc3ccc(OC)cc3)c2C(=O)Nc2cc(OC)ccc2OC)C1
81	CCN(CC)c1nc(C)nc2sc(C(=O)Nc3ccc4c(c3)OCCO4)c(C)c12
Compound	73	74	75	76	77	78	79	80	81
FBW7 activator	0.0	-0.1	0.2	0.0	0.5	0.0	0.3	0.1	-0.1
GPR151 activ	0.3	-0.9	0.3	-0.3	-1.9	2.3	0.2	-0.3	0.1
TEAD-YAP block	-2.3	0.0	1.3	9.8	-2.6	6.9	-15.0	-4.0	-12.8
MITF primary	-0.8	8.4	-7.5	7.9	10.9	10.3	17.7	12.0	-12.3

Screening results as filed in PubChem.
